LEDGF integ inh: blocks HIV-1 LEDGF/p75-dependent DNA integration; inhibition, % at 3.7 µM; 0.64% of 370,000 active; TR-FRET IN-LEDGF/p75 DNA integration, Eu/Cy5;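 active = inhibition above the screen-wide mean plus 3 SD, cut at about 13% in these data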;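 note: signal is the Cy5 over europium emission ratio at 671 and 618 nm; 0% = plate median of compound wells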
TCR-CD3 inh: human TCR-CD3 binding inhibition; inhibition, % at 9.4 µM; TAMRA-labeled TCR probe fluorescence, biochemical; 0.37% of 360,000 active; AID 651800; in the data active = inhibition above about 19%;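 note: recombinant mutant TCR 2C K166C tagged with TAMRA read by polarization; 0% = receptor in buffer alone and 100% = receptor with positive control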
SIAE primary: human SIAE inhibition, primary screen; inhibition, % at 9.66 µM; Q9HAT2; SIAE FP-Rh probe binding, fluorescence polarization; 0.69% of 370,000 active;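 active = inhibition above a cutoff: mean of compounds within the control limits plus 3 SD of those, cut at about 17% in these data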;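 note: 0% = plate median of compound wells and 100% = probe without SIAE protein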
Target sequence (Q9HAT2 whole entry, looked up): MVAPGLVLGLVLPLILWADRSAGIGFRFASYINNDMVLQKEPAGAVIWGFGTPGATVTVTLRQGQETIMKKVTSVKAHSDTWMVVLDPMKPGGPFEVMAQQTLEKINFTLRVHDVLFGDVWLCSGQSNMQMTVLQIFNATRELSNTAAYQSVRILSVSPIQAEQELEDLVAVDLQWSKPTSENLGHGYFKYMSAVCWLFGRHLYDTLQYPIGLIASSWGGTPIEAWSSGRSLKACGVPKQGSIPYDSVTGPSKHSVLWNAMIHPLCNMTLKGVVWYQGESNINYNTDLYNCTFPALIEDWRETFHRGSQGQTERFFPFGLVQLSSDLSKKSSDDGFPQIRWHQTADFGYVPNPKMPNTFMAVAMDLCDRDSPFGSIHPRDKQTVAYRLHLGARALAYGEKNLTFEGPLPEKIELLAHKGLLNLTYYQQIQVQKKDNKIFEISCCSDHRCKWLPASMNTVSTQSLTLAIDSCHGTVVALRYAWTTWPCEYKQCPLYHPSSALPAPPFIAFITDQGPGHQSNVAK
PG9 binder: PG9 antibody binding by small molecule. inhibition, % at 6.7 µM. TR-FRET gp120-PG9 antibody binding. 0.43% of 360,000 active. AID 624416; in the data active = inhibition above about 8.5%
rCAG binder: binds r(CAG) RNA repeats; inhibition, % at 3 µM; r(CAG) RNA repeat, TO-PRO-1 dye displacement fluorescence; 1.3% of 370,000 active;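 active = inhibition above the plate cutoff, the mean of all test compounds on that plate plus 3 SD, cut at about 35% in these data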;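 note: 0% = DMSO alone and 100% = 100 µM mitoxantrone as full dye displacement; higher means more dye released from RNA so lower well fluorescence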
PRMT1 FP inh: PRMT1 (human) inhibition, primary screen. 1.3% of 370,000 active. inhibition, % at 2.79 µM. recombinant PRMT1, activity-based probe fluorescence polarization. AID 652257. Q99873;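 active = inhibition above about 21% made by adding two undisclosed values, limit read from the data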
TDP2 inh: TDP2 (human) inhibition, absorbance primary screen | O95551 | recombinant TDP2, T5PNP hydrolysis, p-nitrophenol absorbance 415 nm | inhibition, % at 12.8 µM | 0.34% of 370,000 active;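 active = inhibition above the mean of all tested compounds plus 3 SD, set per campaign, cut at about 25% in these data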;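 note: 0% = DMSO with enzyme and 100% = buffer with substrate but no TDP2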
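Test system: human TDP2 enzyme; Input: 120 nM TDP2 per well; Buffer or medium: Mg2+-containing Tris-HCl buffer, pH 7.5; Reagent: 5 mM T5PNP; Dosing: 12.8 µM single point, 1% DMSO; Incubation: reaction 2 h, 37 °C; Detection: p-Nitrophenol epi absorbance; Read-out: % inhibition relative to enzyme-containing and enzyme-free wells; Replicates: single well per compound.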
ABHD4 inh: inhibits mouse alpha/beta hydrolase domain 4 | 0.54% of 370,000 active | inhibition, % at 8.92 µM | purified mABHD4, FP-Rh probe fluorescence polarization | Q8VD66;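 active = inhibition exceeding the mean over every tested compound plus 3 SD, cut at about 30% in these data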;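 note: 0% = plate median of compound wells and 100% = S159A mutant with DMSO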
Target sequence (Q8VD66 whole entry, looked up, the tested form may be a part): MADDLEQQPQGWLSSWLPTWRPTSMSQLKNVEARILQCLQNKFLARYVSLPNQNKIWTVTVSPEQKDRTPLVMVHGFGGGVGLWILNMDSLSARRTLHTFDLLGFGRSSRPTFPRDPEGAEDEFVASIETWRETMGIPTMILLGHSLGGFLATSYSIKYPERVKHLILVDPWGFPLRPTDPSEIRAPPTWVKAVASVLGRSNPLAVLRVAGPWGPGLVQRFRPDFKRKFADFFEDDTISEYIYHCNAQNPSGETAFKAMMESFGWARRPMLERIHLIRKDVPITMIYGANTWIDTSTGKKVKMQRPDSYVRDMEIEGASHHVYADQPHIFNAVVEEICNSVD
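Test system: mABHD4 protein | Buffer or medium: HEPES pH 7.0 buffer, 150 mM NaCl, 0.01% Pluronic F-127 | Probe or stimulus: FP-Rh fluorescent activity-based probe, added after compound pre-incubation | Timing: Pre-incubation 45 min, probe exposure 60 min, at 25 °C | Technique: Fluorescence polarization, excitation 525 nm, emission 598 nm, BODIPY TMR filters | Repeats: Single well per compound (singlicate)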
HTRA1 inh: blocks human HTRA1 serine peptidase | Q92743 | recombinant HTRA1, FP-rhodamine activity-based probe, fluorescence polarization | inhibition, % at 5.96 µM | 0.5% of 340,000 active; in the data active = inhibition above about 36%;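 note: 0% = enzyme with DMSO and 100% = wells lacking enzyme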
Rev-erbA mod: Rev-erb alpha (human) modulation. P20393. Rev-erbα–FITC-DNA binding, fluorescence polarization, 90 min. activity, % at 10 µM. 0.79% of 370,000 active. AID 1259318;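 active = activity above about 14%, limit read from the data; passing the limit was not always enough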;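 note: 0% = DMSO wells with 35 nM protein and 100% = DMSO wells with 750 nM protein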
The depositor's hits bear a star; . = not tested or not shown. These rows are one share of the data, so the mix of outcomes need not match the whole.

SMILES | LEDGF integ inh | TCR-CD3 inh | SIAE primary | PG9 binder | rCAG binder | PRMT1 FP inh | TDP2 inh | ABHD4 inh | HTRA1 inh | Rev-erbA mod
O=[N+]([O-])c1ccccc1NCc1c(O)ccc2ccccc12 | -1.9 | 0.7 | 0.9 | 0.8 | 11.5 | 2.4 | 8.1 | -6.8 | -1.2 | 2.4
Cc1cccc(OCC(=O)NCC2CCCO2)c1C (stereo not given) | -6.2 | 3.4 | -9.2 | -1.2 | 2.1 | 4.1 | -1.9 | -0.1 | 6.3 | -2.0
Cc1ccc(C(=O)NCCCNC(=O)c2ccc(Cl)cc2)cn1 | 2.2 | 9.6 | -1.6 | 2.8 | -2.1 | -4.5 | 7.1 | -3.4 | 3.5 | -5.7
NC(=O)[C@@H]1CCCN1C(=O)c1ccc2nc(Cc3ccccc3F)oc2c1 | 2.2 | 9.7 | 1.8 | -2.0 | -4.4 | -7.0 | -3.8 | 4.9 | -3.1 | 4.0
COc1ccc(C(=O)O/N=C/c2c(C(F)(F)F)nn(C)c2SCc2ccccc2Cl)cc1 | 2.1 | 5.9 | -5.4 | 2.5 | 3.5 | -0.5 | -0.1 | 5.0 | -1.7 | 2.7
O=C(c1cc2ccccc2oc1=O)N1CCN(CCc2ccccc2)CC1 | -1.1 | -0.6 | 4.2 | 0.6 | -3.6 | -1.5 | 5.4 | 1.2 | 2.6 | -5.5
CCCc1nn(C)c2c(=O)[nH]c(-c3cc(S(N)(=O)=O)ccc3OCC)nc12 | -5.9 | 1.6 | 0.1 | -1.4 | 1.4 | 1.4 | -1.2 | 0.7 | 1.4 | -6.5
Cc1csc(=O)n1CCC(=O)OCC(=O)NNC(=O)c1ccc(Br)cc1 | 1.0 | -4.5 | -5.0 | 0.5 | 4.6 | 1.3 | -4.7 | 2.8 | -1.1 | 0.1
CC1CC(C)CN(CCC(=O)Nc2ccc(Br)cc2)C1 (stereo not given) | 2.1 | 2.2 | -6.2 | -1.9 | -2.7 | -1.8 | 7.3 | -6.4 | -4.0 | -1.7
COC(=O)C(C(=O)OC)c1ccccc1NS(=O)(=O)c1cccc2ccccc12 | 5.4 | 6.6 | -2.7 | 0.2 | 6.7 | -4.2 | -0.2 | 1.8 | . | -5.5
O=C(NC(=S)Nc1ccc(Cl)c(C(=O)O)c1)c1ccc(OCc2ccccc2)cc1 | 3.7 | -4.6 | 5.2 | 1.8 | 68.5* | -3.1 | 4.8 | -39.1 | -13.7 | 3.0
COc1cccc(N2CCN(C(=O)c3ccc4nc(N5CCCCC5)sc4c3)CC2)c1 | 3.5 | 7.7 | -2.1 | -1.0 | 2.4 | -2.3 | -1.4 | 7.8 | -8.5 | 13.3
CCN1CCc2c(sc(NC(=O)c3ccc(S(=O)(=O)N4CCCC4)cc3)c2C(=O)NC)C1 | -3.3 | 10.1 | 3.0 | -3.1 | -2.0 | -1.1 | -10.3 | 2.9 | -5.1 | 4.9
CCOC(=O)c1ccc(S(=O)(=O)N2CCN(C(=O)C3CSC4(C)CCC(=O)N34)CC2)cc1 (stereo not given) | 7.2 | -5.1 | -5.2 | -0.7 | -1.9 | -6.5 | -7.8 | -8.4 | 10.4 | -2.2
CC1CCCCC1N(C(=O)c1cc(C2CC2)on1)C1CCCCCC1 (stereo not given) | -1.6 | . | -3.1 | . | 0.5 | 3.9 | -2.0 | 9.3 | . | 5.5
CC(C)[C@H](NC(=O)c1ccccc1)C(=O)OCC(=O)N1CC(=O)Nc2ccccc21 | -3.5 | 6.3 | -0.6 | -3.0 | -2.9 | -0.9 | 8.0 | 2.5 | 6.1 | 5.2
CC(C)(C)c1ccc(-c2nc(C#N)c(NCCCn3ccnc3)o2)cc1 | 0.1 | -1.9 | 0.5 | 1.4 | -4.0 | 0.7 | -2.0 | 1.0 | 2.4 | -0.4
COc1ccc(CNCC(=O)Nc2ccccc2-n2cccc2)cc1 | 1.9 | 5.3 | -2.3 | 1.4 | -5.8 | 5.3 | 2.3 | 10.9 | -0.1 | 11.5
O=C(Nc1ccccc1)c1ccc2c(c1)OCCO2 | -0.2 | 6.6 | 1.5 | 0.6 | -0.2 | 0.3 | 6.1 | -0.4 | -4.0 | -0.5
CN(c1ccccc1)c1nc(-n2ccnc2)nc(-n2ccnc2)n1 | -4.0 | 5.9 | -7.9 | -0.2 | -4.7 | -0.8 | -6.6 | 4.1 | -2.9 | 6.5
CCOC(=O)N1CCN(S(=O)(=O)c2ccc(C(=O)N(CCCN(C)C)c3nc4cc(OC)ccc4s3)cc2)CC1 | 1.8 | 1.9 | -11.4 | -2.2 | -1.4 | -0.5 | -22.1 | -3.4 | -1.0 | 2.8
CC(=O)Nc1c(-c2ccccc2)nc2ncccn12 | 2.1 | -1.2 | 4.4 | 3.4 | 0.5 | 2.9 | -0.2 | 1.3 | 3.0 | 3.0
COc1cccc(NC(=O)CCCNC(=O)Cn2cnc3sc(C)c(C)c3c2=O)c1 | -2.2 | -5.3 | 3.0 | 1.6 | 0.9 | 2.8 | -12.1 | 4.3 | -7.0 | 1.4
Cc1onc(-c2c(Cl)cccc2Cl)c1/C(N)=N/OC(=O)C(C)(C)C | -4.7 | -3.7 | -1.9 | 0.1 | -5.8 | 5.8 | -1.3 | -0.6 | -7.0 | 3.1
Cc1cc(=O)[nH]c(SCC(=O)N2CCCCCC2)n1 | 2.9 | -1.4 | 1.1 | 0.8 | 1.1 | -2.0 | 5.9 | 4.6 | 3.1 | 0.2
O=C(c1c(F)cccc1Cl)N1CCN(S(=O)(=O)c2ccc3c(c2)OCCCO3)CC1 | 0.5 | -7.8 | -2.9 | 1.0 | -4.1 | -5.0 | 3.0 | 4.2 | 2.0 | -1.4
CN(C)c1cccc(C(=O)N/N=C/c2ccsc2)c1 | -7.0 | -7.6 | 0.4 | -4.3 | -2.2 | 2.0 | -15.4 | 8.1 | 1.7 | 4.2
COC(=O)C1CN(CCc2ccccc2)CCS(=O)(=O)N1Cc1ccc(F)cc1 (stereo not given) | -0.4 | . | 4.2 | . | 5.7 | 0.2 | -9.0 | -5.5 | . | -0.5
CC1(C)CC(c2nc(-c3ccc(Br)cc3)cs2)CCS1 (stereo not given) | -3.1 | -7.3 | 3.1 | -2.6 | 8.9 | 3.4 | -6.8 | 3.6 | -1.8 | 8.1
CN(C(=O)c1cccc(NC(=O)Cc2cccc(NC(=O)C3CCN(C(=O)C4CCCC4)CC3)c2)c1)C1CCC1 | 1.2 | 0.5 | 1.5 | -1.2 | 3.3 | 1.7 | 2.2 | -3.8 | -0.3 | -0.6
C#CCn1c(=NC(=O)CN2C(=O)CCC2=O)sc2cccc(OC)c21 | -3.6 | 9.2 | 7.8 | 1.0 | 0.7 | -3.4 | 1.6 | 0.0 | 4.5 | -4.4
CC(=O)c1cccc(NC(=O)C2Cc3c(-c4ccco4)ccnc3O2)c1 (stereo not given) | 1.3 | 2.7 | -6.1 | -0.6 | 4.3 | 1.2 | -8.3 | 5.4 | . | 1.8
O=C(COC(=O)c1cc(-c2ccccc2)nc2ccccc12)Nc1ccc2c(c1)OCO2 | -1.5 | 0.8 | -0.8 | -1.9 | 0.8 | 2.7 | -6.8 | -2.3 | -4.3 | -5.3
CC(C)C(=O)N1N=C(c2ccc(NS(C)(=O)=O)cc2)CC1c1cccs1 (stereo not given) | 1.0 | 1.0 | 3.4 | -1.2 | 2.5 | -3.5 | -7.2 | -9.1 | -10.0 | -3.9
CCOC(=O)c1cnn(CCOC(=O)c2cccs2)c1NC(=O)c1cccs1 | -0.1 | 4.6 | 0.9 | 0.7 | -1.0 | 0.1 | 9.1 | 5.9 | 4.4 | -3.4
CCCCC(=O)Nc1ccc(C)c(S(=O)(=O)N2CCCCCC2)c1 | -4.1 | -7.7 | -7.5 | -1.6 | -1.6 | 4.0 | -2.0 | 3.1 | -5.7 | -3.4
CCOc1ccc(C(=O)/C=C/c2ccc(OC)c(OC)c2)cc1 | -2.9 | -1.1 | -10.3 | 0.4 | -1.2 | 3.7 | 12.2 | 4.5 | -5.6 | 3.7
C=C(C)Cn1c(C2CC(=O)N(c3ccccc3F)C2)nc2ccccc21 (stereo not given) | 0.2 | -6.4 | -0.4 | -1.1 | 1.6 | -3.6 | 3.9 | -2.7 | 1.7 | 5.7
Cc1cc(OCc2cc(C(=O)NCC3(C)COC3)no2)cc(C)c1Cl | -2.3 | -7.0 | 0.1 | 0.8 | -5.8 | 4.9 | -13.8 | -9.3 | -13.4 | 1.0
Nc1ccn([C@@H]2O[C@H](C(=O)N3CCN(C(=O)N4CCCCC4)CC3)[C@@H](O)[C@H]2O)c(=O)n1 | -2.0 | 4.9 | 12.9 | -1.2 | -0.6 | 0.7 | 1.6 | 8.2 | . | -3.6
O=C(Nc1ccc(NC(=O)c2ccco2)cc1)c1cnccn1 | 0.6 | -7.7 | -2.9 | 0.5 | -0.7 | 1.3 | 1.0 | 2.6 | -5.8 | -3.8
COc1ccc(C(=O)NC2CCCN(Cc3ccccc3F)C2)c(OC)c1OC (stereo not given) | 1.1 | -3.1 | -5.6 | 0.9 | -11.5 | 7.2 | -22.2 | -8.9 | 2.1 | -5.2
O=C(CSCc1ccccn1)Nc1ccccc1 | -2.3 | 4.7 | -7.2 | 0.4 | -2.1 | -2.5 | -6.8 | 2.0 | 3.9 | -6.1
CCC(=O)NC(=S)Nc1ccc(OC)cc1OC | -0.1 | 5.7 | 4.6 | 3.0 | 1.0 | 1.6 | 1.2 | 1.6 | 6.7 | 0.8
CCN(CC)C(=O)C(=O)c1cn(CC(=O)NCC2CCCO2)c2ccccc12 (stereo not given) | 5.8 | 2.9 | -0.4 | 0.3 | -1.7 | -3.8 | -22.8 | -5.0 | 2.4 | -0.4
COC(=O)c1cc(NC(=O)c2cccc(C(F)(F)F)c2)c(=O)oc1C/C=N/OCc1cccc(Cl)c1Cl | 3.8 | 0.5 | -16.7 | -1.3 | 25.3 | 2.5 | -8.9 | -9.3 | -28.5 | -0.2
CCCCC1CCC(C(=O)OCC(=O)N(CCOC)c2c(N)n(Cc3ccccc3)c(=O)[nH]c2=O)CC1 (stereo not given) | -1.5 | -2.7 | -4.5 | 0.9 | -2.2 | -0.1 | -0.8 | -1.5 | 9.9 | 8.9
O=C(C1Cc2ccccc2CN1S(=O)(=O)c1ccc(F)cc1)N1CCOCC1 (stereo not given) | -3.0 | 3.0 | -2.7 | -1.0 | -2.7 | -1.6 | 2.3 | -1.1 | -5.9 | 0.3

Retrieved by structure from the entries so far:
SMILES | LEDGF integ inh | TCR-CD3 inh | SIAE primary | PG9 binder | rCAG binder | PRMT1 FP inh | TDP2 inh | ABHD4 inh | HTRA1 inh | Rev-erbA mod
COc1ccc(C(=O)O/N=C/c2c(C(F)(F)F)nn(C)c2SCc2ccccc2Cl)cc1 | 2.1 | 5.9 | -5.4 | 2.5 | 3.5 | -0.5 | -0.1 | 5.0 | -1.7 | 2.7
COc1cccc(N2CCN(C(=O)c3ccc4nc(N5CCCCC5)sc4c3)CC2)c1 | 3.5 | 7.7 | -2.1 | -1.0 | 2.4 | -2.3 | -1.4 | 7.8 | -8.5 | 13.3
